Cneo AK release: Cryptococcus neoformans cell lysis inducers, primary screen, AK release luminescence, single concentration. C. neoformans lysis, adenylate kinase release luminescence, 4 h; normalised: neutral wells 0, clomiphene wells 100. lysis activity, % at 15 µM. 360,000 compounds, 0.2% hits. AID 651654, 2012;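 active means mean lysis activity across replicates of at least 80%, whatever share of replicates individually reach that level; inactive means mean lysis activity below 80%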
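Assay system: C. neoformans cells. Amount: yeast cell density of 5 × 10^6 cells/mL. Technique: AK luminescence. Buffer or medium: YPD. Times: static 4 h at 37 °C with compound, 1 h detection. Dosing: single-point compound dose. Read-out: lysis from increased AK signal.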
RAD54 inh: inhibitors of human RAD54 branch migration, primary screen, biochemical, fluorescence, single point | RAD54 Holliday junction branch migration, FAM/BHQ fluorescence | DNA repair and recombination protein RAD54-like (Homo sapiens), Q92698 | 360,000 compounds, 0.14% hits | inhibition, % at 10.4 µM;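 active means mean normalized replicate activity at least 40 and at least half of replicates scoring 40 or more; inconclusive means only one of the two criteria met; inactive means mean below 40 and under half of replicates reaching 40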;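 further: 0% = median of neutral control wells and 100% = median of positive control wells; inhibitors cause a drop in the FAM fluorescence signal; in these data hits start at about 50%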
PGC1a acetyl inh: inhibitors of PGC1a acetylation signal, primary screen, cell-based, U2OS, AlphaScreen, inhibitor mode; AlphaScreen anti-acetyl-lysine; with virally co-expressed GCN5 acetyltransferase; inhibition, % at 15.6 µM; 350,000 compounds, 0.17% hits; AID 651687, 2012;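 active means every replicate shows inhibition of at least 40%; inconclusive means mean inhibition at least 40% but some replicate below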;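 further: 0% = neutral control wells and 100% = positive control wells; some results beyond the cut were filed as inactive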
E-sel inducer: E-selectin induction in HUVECs, primary screen, imaging, HUVEC, immunofluorescence imaging, single point; activation, % at 7.58 µM; P16581; normalized: neutral wells 0, TNF-alpha wells 100; AID 686992, 2013; 260,000 compounds, 0.37% hits;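 active means mean E-selectin-positive cell signal at least 10% of the positive control, reached in at least 60% of replicates, without over 20% cell loss; inconclusive means no rule given, readout overlaps actives, possibly toxicity-flagged; inactive means the rest, including those meeting only one limit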;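 further: in these data hits start at about 27%; measured in HUVEC primary endothelial cells; signal is the percent of cells scored E-selectin positive by PE staining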
Target sequence (P16581 whole entry, looked up): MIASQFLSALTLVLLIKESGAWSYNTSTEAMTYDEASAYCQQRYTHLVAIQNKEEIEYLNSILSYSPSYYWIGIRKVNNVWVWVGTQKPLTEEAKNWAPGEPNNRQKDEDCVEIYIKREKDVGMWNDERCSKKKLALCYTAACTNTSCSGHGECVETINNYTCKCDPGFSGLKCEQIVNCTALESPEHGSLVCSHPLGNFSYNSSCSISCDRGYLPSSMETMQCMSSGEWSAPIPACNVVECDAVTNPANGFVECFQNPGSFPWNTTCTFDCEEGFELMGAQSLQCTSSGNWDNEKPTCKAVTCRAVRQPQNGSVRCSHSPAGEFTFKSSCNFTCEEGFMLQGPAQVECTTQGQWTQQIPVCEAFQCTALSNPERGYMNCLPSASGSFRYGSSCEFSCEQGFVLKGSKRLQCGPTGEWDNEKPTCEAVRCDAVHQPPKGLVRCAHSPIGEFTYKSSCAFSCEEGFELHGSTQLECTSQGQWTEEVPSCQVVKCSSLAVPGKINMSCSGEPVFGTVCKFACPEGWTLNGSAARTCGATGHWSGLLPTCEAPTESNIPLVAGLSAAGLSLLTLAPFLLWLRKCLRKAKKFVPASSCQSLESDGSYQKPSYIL
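System: HUVEC, human umbilical vein endothelial cells; quantity: 3,000 cells/well; buffer or medium: EGM-2 medium, gelatin-coated wells; dosing: single-point compound dose; detection: immunofluorescence imaging; evaluation: % PE-positive cells; benchmarks: TNF-alpha, DMSO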
ERAP1 inh: human ERAP1 aminopeptidase inhibitors, primary screen, biochemical, single point, plate reader. recombinant ERAP1, Leu-AMC fluorescence, 60 min. inhibition, % at 10.7 µM. 340,000 compounds, 0.15% hits;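 active means mean replicate inhibition of at least 30%, or all replicates individually reaching that 30% level; inactive means mean below 30% and not every replicate reaching it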;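 further: 0% = neutral control wells and 100% = L-leucinethiol positive control wells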
miR-122 sensor: miR-122 Renilla sensor signal increase in Huh7, primary screen, miR-122 inhibitor project, cell-based, single point, plate reader; Huh7 miR-122 Renilla luciferase sensor, 48 h; neutral wells = 0, positive control = 100; activation (reporter increase), % at 12.5 µM; 340,000 compounds, 0.3% hits; AID 602342, 2012;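 active means mean replicate activation score at least 90 and every replicate individually at or above 90; inconclusive means only one of the two criteria met; inactive means neither criterion met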;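 further: higher luciferase means less miR-122 activity so hits act as miR-122 inhibitors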
RAD52 anneal inh: RAD52 DNA annealing inhibitors, primary screen, biochemical, FRET, single point, set 2. DNA repair protein RAD52 homolog (Homo sapiens), P43351. recombinant RAD52 DNA annealing, FRET fluorescence. inhibition, % at 18.7 µM. 360,000 compounds, 0.46% hits. AID 651710, 2012;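 active means every replicate showing at least 50% inhibition; inconclusive means mean inhibition at least 50% but not in every replicate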
Target sequence (P43351 whole entry, looked up): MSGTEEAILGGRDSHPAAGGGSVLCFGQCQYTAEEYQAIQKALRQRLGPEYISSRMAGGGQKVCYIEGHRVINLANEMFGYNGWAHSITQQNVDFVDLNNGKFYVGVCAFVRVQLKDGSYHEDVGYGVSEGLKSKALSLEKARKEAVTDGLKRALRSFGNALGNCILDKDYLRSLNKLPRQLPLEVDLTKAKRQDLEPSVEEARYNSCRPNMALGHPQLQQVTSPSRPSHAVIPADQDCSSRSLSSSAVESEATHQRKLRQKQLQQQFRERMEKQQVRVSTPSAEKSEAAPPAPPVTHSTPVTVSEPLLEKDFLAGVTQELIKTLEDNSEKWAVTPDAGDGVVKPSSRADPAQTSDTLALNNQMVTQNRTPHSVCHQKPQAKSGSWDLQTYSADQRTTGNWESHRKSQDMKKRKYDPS
PglD inh: C. jejuni PglD acetyltransferase inhibitors, primary screen, biochemical, DTNB colorimetric, single point; 360,000 compounds, 0.098% hits; inhibition, % at 12.5 µM; purified PglD enzyme, DTNB colorimetric CoA detection; UDP-N-acetylbacillosamine N-acetyltransferase PglD (Campylobacter jejuni); in the data active means inhibition above about 16%, passing the limit was not always enough; inconclusive means no clear call, values can overlap the other calls; further: strong numbers were not always called active
Numbers without * were called inactive; ? = inconclusive; . = not tested or not shown; & = joins results of further samples; [ ] = remark or other dose.

Every second line gives: Cneo AK release, RAD54 inh, PGC1a acetyl inh, E-sel inducer, ERAP1 inh, miR-122 sensor, RAD52 anneal inh, PglD inh
C[C@H]1CCCCO[C@@H](CN(C)CC2CCCCC2)[C@@H](C)CN([C@@H](C)CO)C(=O)c2cc(NC(=O)NC3CCCCC3)ccc2O1
→ 3.2, 13.5, -5.6, -0.1, ., -3.8[16.7 µM], ., -7.5
COc1cccc(-n2c(SCC(=O)NCCc3ccccc3)nnc2-c2ccoc2C)c1
→ 3.7, -3.4, 10.1, ., ., -0.3, ., -6.0
COc1ccc(CCNC(=O)c2cc3c(=O)n4ccccc4nc3n(CCCN3CCOCC3)c2=N)cc1OC
→ -1.0, ?, ., ., 1.5, ., 54.4*, 1.7
FC(F)(F)c1cnc(/C=C/Nc2ccccc2Cl)c(Cl)c1
→ -0.1, -14.8, 16.3, ., ., 6.7, ., 3.6
COc1ccc(C(=O)NCCC2=CCCCC2)cc1
→ -4.0, -2.9, 0.5, 7.1, ., -1.8, ., -3.1
Cc1ccc(NC(=S)N(CCN2CCCCC2)Cc2ccco2)cc1Cl
→ 5.0, 5.3, -37.8, -0.3, -1.5, ., -12.4, -0.1
COc1ccccc1C(=O)NCCCn1cc(Br)c(C)n1
→ 0.2, -2.8, -0.3, ., 2.1, -0.9, -13.4, 1.1
COc1ccc(NC(=O)N(C)C[C@H]2OCCCC[C@@H](C)Oc3ccc(NS(=O)(=O)c4ccc(OC)cc4)cc3C(=O)N([C@@H](C)CO)C[C@@H]2C)cc1
→ -1.0, 11.4, 5.1, -0.3, ., 2.8[16.7 µM], ., 2.8
Clc1ccccc1C1=CC(c2ccco2)n2ncnc2N1 (stereo not given)
→ ., ., 2.2, 0.7, -17.8, ., -12.5, .
C=CCn1c(SCC(=O)Nc2cc(C)on2)nnc1-c1ccccc1OC
→ 0.0, 15.0, 6.0, -0.9, 0.0, -3.5, -5.9, -2.1
O=C(NN=Cc1ccc(N2CCOCC2)s1)c1ccc([N+](=O)[O-])cc1
→ -0.6, -1.7, 7.6, -0.5, 6.6, -4.4, -1.8, .
CC(=O)OCC(=O)Nc1ccc(Cl)cc1Cl
→ 7.1, -2.3, 9.0, ., ., 0.1, ., -1.7
O=C(O)c1ccc(NC(=O)c2cccc(N3C(=O)C4C5CCC(C5)C4C3=O)c2)cc1 (stereo not given)
→ 2.5, -3.0, 5.6, ., ., -6.6, ., -1.2
CC(C)CC#Cc1cnc2c(c1)C(=O)N([C@@H](C)CO)C[C@H](C)[C@H](CN(C)C(=O)Nc1ccccc1F)O2
→ -2.9, 2.4, 10.4, 0.3, -0.4, 18.8[16.7 µM], -2.2, -13.4
Cc1ccc(S(=O)(=O)NCc2ccc(C(=O)NC3CCC(C)CC3)cc2)cc1 (stereo not given)
→ -0.7, 8.4, 0.4, ., -4.2, -8.4, -11.9, -5.8
Cc1cccc(N2CCN(C(=O)c3ccc(Cl)c(S(=O)(=O)NCc4ccco4)c3)CC2)c1C
→ 0.3, 3.5, -38.6, ., ., 35.6, ., -2.7
CN(C)C=NC(=O)c1ccc([N+](=O)[O-])c(CS(=O)(=O)c2ccc(Cl)cc2)c1
→ -0.4, -5.7, 2.2, ., ., -1.4, ., 3.6
Cc1nc2ccccc2c(=O)n1NC(=O)CCC(=O)O
→ 4.2, -10.2, 4.4, ., -0.5, -1.3, -1.1, -8.8
CN(C(=O)CN1CCN(c2cc(-c3ccc(OCc4ccccc4)cc3)ncn2)CC1)c1ccccc1
→ -5.0, 0.1, 3.4, 0.6, 0.0, -12.3, -0.3, 1.6
O=C(NNC(=O)C1CC(=O)N(Cc2ccccc2)C1)c1ccc(Br)cc1 (stereo not given)
→ -3.0, -5.6, ., 0.3, 3.3, ., -6.2, -2.0
Cc1ccc(/C=C/c2nc3ccccc3[nH]2)o1
→ ., ., 5.3, 0.1, -0.5, ., -27.6, .
CC1CC(C)CN(S(=O)(=O)N2CCC(C(=O)NCCc3ccccc3)CC2)C1 (stereo not given)
→ 1.1, -11.5, ., ., -2.5, ., -9.9, 2.2
C[C@H](CO)N1C[C@H](C)[C@@H](CN(C)C(=O)c2ccc(F)cc2)Oc2ncc(C#CC3CC3)cc2C1=O
→ -3.9, -4.1, -2.7, -0.2, 0.3, 11.2[16.7 µM], 6.6, 0.4
C[C@H](CO)N1C[C@H](C)[C@H](CN(C)C(=O)Cc2ccncc2)Oc2ncc(C#Cc3ccccc3F)cc2C1=O
→ -5.4, 10.7, 0.9, 0.0, 1.7, 0.1[16.7 µM], -37.9, 3.7
C[C@H](CO)N1C[C@H](C)[C@@H](CN(C)Cc2ccccc2)Oc2c(NS(=O)(=O)c3cn(C)cn3)cccc2C1=O
→ -2.3&-0.4, 4.9&-1.5, -16.1, -0.1&-0.1, 0.4&-2.3, 41.9[16.7 µM], -0.4&-18.8, 2.0&-2.8
COCC(=O)N1[C@H](CO)[C@@H](c2ccccc2C2=CCCCC2)[C@@H]1C#N
→ ., ., 1.5, -0.1, -0.4, ., 11.1, .
CC(=O)N(C)C[C@@H]1Oc2cc(-c3ccc(C)cc3)ccc2S(=O)(=O)N([C@@H](C)CO)C[C@@H]1C
→ 3.2, -9.3, 10.0, ., 0.9, 0.2[16.7 µM], -2.6, 0.7
CN(/N=C/c1ccc(Cl)cc1)c1ncc(Cl)cc1C(F)(F)F
→ 1.4, -2.8, -2.4, 0.5, -4.8, 5.6, -5.3, 6.5
COc1ccc(Cn2cccc(NC(=O)Nc3ccc(C#N)cc3)c2=O)cc1
→ 0.4, 8.7, -3.3, -1.3, ., -2.7, ., -2.9
COc1ccc(CNC(=O)C[C@@H]2CC[C@H]3[C@H](COc4ccc(NC(C)=O)cc4C(=O)N3C)O2)cc1
→ -1.1, -3.1, 4.2, 0.0, -2.2, 25.2[16.7 µM], -3.1, -0.8
CCOCCCn1c(SCC(=O)Nc2ccc(NC(C)=O)cc2)nc2ccccc2c1=O
→ -3.3, 2.6, ., 0.0, -2.9, ., 0.4, 4.5
CC1C(=O)Nc2ccccc2N1C(=O)c1ccc(O)cc1 (stereo not given)
→ -0.5, 3.3, ., -0.2, 4.4, -5.5, -12.6, -2.7
Cc1ccccc1NC(=O)CNc1ccccc1N1CCCCC1
→ 3.1, -1.6, 7.0, ., ., 9.5, ., 3.0
COCc1cn(CC[C@H]2CC[C@@H](NC(=O)Nc3ccc(OC)cc3)[C@@H](CO)O2)nn1
→ 4.8, 0.8, 9.9, 0.1, -2.2, ., -7.6, 2.5
Cc1ccc(NC(=O)CS(=O)CC(=O)Nc2ccccc2-c2ccc(C)o2)cc1 (stereo not given)
→ -1.6, 1.1, 4.1, 0.4, 12.9, -12.6, -45.7, -3.0
CCc1ccc([C@H]2C(C(=O)O)=C[C@@H](C(C)(C)C)N2S(=O)(=O)c2ccc(C)cc2)cc1
→ 2.4, 1.7, 11.3, -0.1, 4.1, 6.0, -14.5, -1.5
CC[C@H](C)[C@H](NC(=O)c1ccccc1)C(=O)NC(CC(=O)O)c1ccc(F)cc1 (stereo not given in full)
→ -1.8, -1.3, -11.9, 0.0, 1.8, 0.7, -12.2, -0.2
O=C(NCc1ccc(F)cc1)C(c1cccs1)N(C(=O)c1csnn1)C1CC1 (stereo not given)
→ 10.9, 0.3, ., ., ., 63.3, ., -1.2
CCS(=O)(=O)N1CC(=O)N2[C@H](C1)[C@H](c1ccc(-c3ccc(F)cc3)cc1)[C@@H]2CO
→ ., ., 11.7, 0.0, 2.1, ., -4.8, .
CC(C)c1ccc(NS(=O)(=O)c2ccc3c(c2)oc(=O)n3C)cc1
→ 2.6, -6.7, 2.3, -0.1, 3.2, 2.2, -29.8, 0.3
CCOc1ccc(S(=O)(=O)n2ccc(C)n2)cc1
→ -0.6, 0.5, -0.5, -0.1, -0.1, 5.5, -13.0, 2.3
CC(=O)c1c(C)[nH]c(C(=O)CN(C)CC(=O)Nc2ccccc2Cl)c1C
→ 0.9, -3.1, 7.2, 0.0, -2.2, 4.8, -51.8, 1.1
CNC[C@@H]1OCCCC[C@@H](C)Oc2ccc(NC(=O)Nc3c(C)noc3C)cc2C(=O)N([C@H](C)CO)C[C@@H]1C
→ 0.4, 14.1, 5.2, -0.1, 5.2, -1.8[16.7 µM], 11.4, 1.0
O=C(Nc1cccc(-c2ccc(N3CCOCC3)nn2)c1)c1ccccc1Cl
→ -14.3, 1.5, -6.6, ., 2.6, -1.4, -0.3, -7.7
O=C(Nc1ccccc1C(=O)N1CCCCC1)NC1CCCCC1
→ -0.9, 1.9, 15.9, 0.4, -5.1, 10.0, -2.6, .
COc1cccc(OC)c1C(=O)NC(=S)Nc1ccc2c(c1)OCCO2
→ -2.6, 2.1, -2.7, ., -3.4, 0.2, 3.1, 0.5
COc1ccc(NC(=O)N(C)C[C@@H]2Oc3c(NS(=O)(=O)c4cccs4)cccc3C(=O)N([C@@H](C)CO)C[C@H]2C)cc1
→ -2.0, 2.2, 8.9, -11.2, -0.8, 3.7[16.7 µM], -4.6, 0.5
COc1ccc2c3c(n(C)c2c1)[C@H](CO)N(C(=O)c1ccccc1)CC31CCN(C)CC1
→ ., ., -5.3, 0.4, 1.4, ., 11.5, .
C[C@H](CO)N1C[C@H](C)[C@@H](CN(C)C(=O)Nc2cccc3ccccc23)Oc2ccc(NS(=O)(=O)c3ccc(F)cc3)cc2C1=O
→ 11.3, 0.3, 0.2, 0.4, 2.2, -1.6[16.7 µM], -16.2, 2.2
Cc1ccc(NC(=O)CN2C(=O)NC(C)(CCc3ccccc3)C2=O)cc1 (stereo not given)
→ 5.3, 4.9, 8.7, 0.2, 1.3, -5.9, -98.5, 2.0

Remaining list, next part.
Every second line gives: Cneo AK release, RAD54 inh, PGC1a acetyl inh, E-sel inducer, ERAP1 inh, miR-122 sensor, RAD52 anneal inh, PglD inh
Cc1cc(C=O)c(C)n1-c1ccc(NC2CCCC2)c([N+](=O)[O-])c1
→ -4.6, -2.1, ?, 1.6, -0.3, -1.3, -12.9, -4.8
O=C(NCc1ccc(F)cc1)c1cc(C2CCCN(S(=O)(=O)c3ccccc3)C2)on1 (stereo not given)
→ -1.3, -11.7, -0.2, -0.1, 8.3, 2.3, -8.0, 0.6
C[C@H](CO)N1C[C@H](C)[C@@H](CN(C)C(=O)Nc2cccc3ccccc23)Oc2ccc(NC(=O)C3CCCCC3)cc2CC1=O
→ 0.2, 2.4, -2.3, -1.2, 1.3, -7.6[16.7 µM], 3.8, -0.4
CC(=O)Nc1ccc(S(=O)(=O)Nc2ccccc2C(=O)N2CCOCC2)cc1
→ -0.9, -4.6, ., -0.1, -0.1, ., -11.0, -0.4
Cc1ccc(NC(=O)C2(C)CCCN(C(C)C)C2)cc1C (stereo not given)
→ 2.0, -3.6, -5.4, -0.2, 2.6, -4.8, 0.8, 1.7
COc1ccc2oc(C(=O)CCC(=O)O)c(N)c2c1
→ -4.5, -8.9, -8.3, 0.1, -1.5, -0.5, -18.1, -1.7

Bioassay records (PubChem)
